MBNL1-CUG inh: qHTS Assay for Inhibitors of MBNL1-poly(CUG) RNA binding; Muscleblind-like protein 1 (Homo sapiens), Q9NR56; TR-FRET MBNL1-His/biotin-(CUG)12 binding, 665/545 ratio; Potency, µM (series often up to 57.5 µM), for inactives: at the highest dose activity change, negative = inhibition, most hits filed as inhibitors; 0.036% of 280,000 active; AID 2675, 2010; active = well fitted inhibition curve with a large enough effect in the signal ratio, with a control signal flat, not every such curve was filed as active; inconclusive = small, poorly fitted or top-dose-only effect, or effect the other way, or a change in a side signal; inactive = no such curve, though single readings can be large or run the other way; the % refers to the signal ratio; note: % is set by controls: 0 for no effect and ±100 for the full control effect
Target sequence (Q9NR56 whole entry, looked up): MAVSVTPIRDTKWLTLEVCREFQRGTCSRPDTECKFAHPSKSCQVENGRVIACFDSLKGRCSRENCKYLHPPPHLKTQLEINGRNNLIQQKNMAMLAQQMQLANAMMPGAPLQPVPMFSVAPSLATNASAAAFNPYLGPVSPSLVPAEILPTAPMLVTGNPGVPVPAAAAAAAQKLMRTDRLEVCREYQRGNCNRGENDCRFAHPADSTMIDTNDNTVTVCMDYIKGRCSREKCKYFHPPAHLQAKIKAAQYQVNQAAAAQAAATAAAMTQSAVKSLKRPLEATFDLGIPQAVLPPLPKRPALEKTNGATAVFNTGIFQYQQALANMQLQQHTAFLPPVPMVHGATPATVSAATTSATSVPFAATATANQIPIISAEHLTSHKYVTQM
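Ratiometric TR-FRET (665 over 545 nm, excitation 340 nm) tracks disruption of MBNL1-His/biotin-(CUG)12 complex after 60 min at room temperature, with compounds at 92 nM to 58 uM final.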
Rab9 promoter act: qHTS Assay for Rab9 Promoter Activators. Huh7 Rab9 promoter-luciferase reporter, luminescence, 24 h. Potency, µM (doses to about 9.22 µM), inactives show at the highest dose activation, negative = inhibition, actives largely listed as activators. 2.8% of 320,000 active. AID 485297, 2010; note: % of control where 0% means no effect; nearly all actives have a fitted effect of over 60% in size
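Huh7 cells stably carrying Rab9 promoter–luciferase reporter, plated 1500 cells/well, compound added after 2 h and incubated 24 h at 37 °C; luciferase luminescence then read after 10 min with detection reagent.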
VP16 counter: VP16 counterscreen qHTS for inhibitors of ROR gamma transcriptional activity | AID 2546, 2010 | 3.5% of 310,000 active | Drosophila S2 Gal4-VP16 UAS-luciferase, luminescence, 20 h | Potency, µM (doses to about 53.6 µM), inactives show top-dose activity, negative = inhibition, actives largely listed as inhibitors;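 note: Gal4-VP16 expression switched on by copper sulfate through the metallothionein promoter; % is set by controls: 0 for no effect and ±100 for the full control effect; nearly all actives have a fitted effect of over 50% in size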
uPA generation: qHTS for Inhibitors of Cell Surface uPA Generation; cell surface uPA generation assay, qHTS; Potency, µM (series often up to 38.3 µM), for the others: at the top dose activity change, negative = inhibition, hits mostly inhibitors; 0.31% of 330,000 active; AID 540303, 2011; active = well fitted inhibition curve with a large enough effect; inconclusive = small, poorly fitted or top-dose-only effect; inactive = no such curve, though single readings can be large or run the other way; tested in mouse RAW 264.7 cells; note: % is set by controls: 0 for no effect and ±100 for the full control effect; nearly all actives have a fitted effect of over 55% in size
NPC1 promoter act: qHTS Assay for NPC1 Promoter Activators; Huh7 NPC1 promoter luciferase reporter, 24 h; 2.4% of 320,000 active; AID 485313, 2010; Potency, µM (top dose mostly 9.22 µM), inactives show at the highest dose activation, actives largely listed as activators;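 note: % of control where 0% means no effect; nearly all actives have a fitted effect of over 60% in size; reporter is driven by a mutant NPC1 promoter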
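Stable NPC1-promoter luciferase Huh7 line; cpd (DMSO) 24 h, 37 °C, 5% CO2; Amplite luciferase reagent 10 min RT; luminescence readout. qHTS format.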
RORgamma inh: qHTS for inhibitors of ROR gamma transcriptional activity; Drosophila S2 Gal4-RORgamma UAS-luciferase reporter, 20 h; Potency, µM (series often up to 53.6 µM), for inactives: top-dose activity change, negative = inhibition, usual class: inhibitors; 5.4% of 310,000 active; AID 2551, 2010; note: % is set by controls: 0 for no effect and ±100 for the full control effect; nearly all actives have a fitted effect of over 60% in size
Target sequence (P51450 whole entry, looked up, the tested form may be a part): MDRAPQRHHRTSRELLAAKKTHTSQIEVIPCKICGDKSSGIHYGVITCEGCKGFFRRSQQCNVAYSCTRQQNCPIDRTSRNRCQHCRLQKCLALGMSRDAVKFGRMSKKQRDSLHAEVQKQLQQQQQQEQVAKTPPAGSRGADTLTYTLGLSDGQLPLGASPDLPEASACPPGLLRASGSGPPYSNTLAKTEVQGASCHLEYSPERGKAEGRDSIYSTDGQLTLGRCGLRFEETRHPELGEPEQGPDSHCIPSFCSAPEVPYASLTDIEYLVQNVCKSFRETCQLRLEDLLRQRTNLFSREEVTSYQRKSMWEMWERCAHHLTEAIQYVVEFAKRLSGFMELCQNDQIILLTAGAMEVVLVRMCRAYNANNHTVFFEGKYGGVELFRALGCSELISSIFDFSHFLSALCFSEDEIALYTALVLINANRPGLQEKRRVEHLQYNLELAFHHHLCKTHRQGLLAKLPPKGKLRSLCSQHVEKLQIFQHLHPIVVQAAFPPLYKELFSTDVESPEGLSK
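Schneider cells (Drosophila), stable Gal4 DBD–ROR gamma + UAS-luc; 1 hr cmpd preincubation; Cu2+ induction 700 uM final; 20 hr ambient; luminescence.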
ELG1 genotox: qHTS screen for small molecules that induce genotoxicity in human embryonic kidney (HEK293T) cells expressing luciferase-tagged ELG1. HEK293T ELG1-luciferase reporter, luminescence, 16 h. Potency, µM (highest dose often 46 µM), for the others: at the highest dose activity change, positive = activation, most hits filed as activators. 1.3% of 330,000 active; note: % of control where 0% means no effect; nearly all actives have a fitted effect of over 60% in size
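After overnight (16 hr) compound treatment at 37 °C, ELG1-luciferase HEK293T cells were lysed with ONE-Glo; luminescence quantified 30 min later at room temperature.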
FLuc modulator: qHTS profiling assay for firefly luciferase inhibitor/activator using purifed enzyme and Km concentrations of substrates (counterscreen for miR-21 project); Luciferin 4-monooxygenase (Photinus pyralis), P08659; purified FLuc, Km substrates, luminescence inhibition; Potency, µM (series often up to 57.5 µM), without a hit: top-dose activity change, negative = inhibition, hits mostly inhibitors; 6.9% of 360,000 active; AID 588342, 2011;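 note: plate controls were vehicle for no effect and reference inhibitor for full effect; nearly all actives have a fitted effect of over 55% in size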
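Purified P. pyralis luciferase (10nM final) with 10uM D-luciferin and 10uM ATP (Km levels) in 50mM Tris acetate pH 7.5, 10mM Mg acetate, 0.01% Tween-20, 0.05% BSA; qHTS 6-point titration, ~60 µM downward; luminescence read.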
p53 reactivator: qHTS assay for re-activators of p53 using a Luc reporter. H1299 p53-A138V BP100-luciferase reporter, luminescence, 24 h. Potency, µM (highest dose often 92.2 µM), for the others: at the highest dose activity change, positive = activation, actives largely listed as activators. 0.063% of 320,000 active; note: % of control where 0% means no effect; nearly all actives have a fitted effect of over 45% in size
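p53-null H1299 cells stably carrying temperature-sensitive p53-A138V and a BP100-luciferase reporter were pinned with compounds (4-point, 1:5 series) and held 24 hrs at 37 deg C. Luminescence was read 10 min after detection reagent.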
BRCA1 expr up: qHTS Assay to Identify Small Molecule Activators of BRCA1 Expression | MCF7-BRCA1-FFLuc reporter, luminescence, 48 h; response scale: scaled: vehicle 0%, 10 µM genistein 100% | Potency, µM (highest dose often 46.1 µM), for the others: at the top dose activation, usual class: activators | 1.1% of 380,000 active | AID 624202, 2012; note: nearly all actives have a fitted effect of over 80% in size; some results filed as inactive show a strong effect at the top dose
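First, MCF7-BRCA1-FFLuc cells (2000/well) attach for 2 h; next, compounds are pin-added and incubated 48 h at 37 °C; finally, luciferase reagent is added and luminescence read after 15 min.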
* = called active by the depositor; ? = inconclusive; nt = not tested or not shown; [ ] = another dose, or the depositor's remark. Unless noted, calls come from the whole dose curve; as a rule, active = well fitted curve in the direction sought with a large enough effect; inconclusive = small, poorly fitted or top-dose-only effect, or another doubt; inactive = no such curve, though single readings can be large; an effect the other way counts as inactive or inconclusive. Potency is the fitted concentration of half-maximal effect.

No.	molecule	p53 reactivator	FLuc modulator	ELG1 genotox	BRCA1 expr up	uPA generation	RORgamma inh	NPC1 promoter act	MBNL1-CUG inh	VP16 counter	Rab9 promoter act
1	O=[N+]([O-])c1ccc(S(=O)(=O)N2CCSC2c2ccco2)cc1 (stereo not given)	-1%	-13%	-2%	0%	7%	5%	-1%	?	-5%	-1%
2	COc1ccc([C@@H]2CC=C(C(=O)O)[C@H](c3ccccc3)N2S(=O)(=O)c2ccc(C)cc2)cc1OC	3%	-1%	2%	-14%	-4%	nt	-1%	nt	nt	1%
3	COCCOC(=O)C1=C(C)N(Cc2ccccc2)C(=O)NC1c1cccc(OC)c1OC (stereo not given)	-3%	2%	-1%	-2%	-2%	?	-3%	-9%	-1%	-5%
4	O=C(C[C@H]1C/C=C\C[C@@H](NC(=O)OCC2c3ccccc3-c3ccccc32)C(=O)O[C@@H](c2ccccc2)CNC1=O)N[C@H](CO)Cc1ccccc1	-16%	nt	?	-66%	?	nt	nt	nt	nt	nt
5	COC(=O)c1ccc(-n2c(C)cc(C(=O)COC(=O)C3=COCCO3)c2C)cc1	2%	nt	0%	1%	-1%	nt	nt	nt	nt	nt
6	CN(C(=O)c1ccc2c(c1)OCCO2)c1c(N)n(Cc2ccccc2)c(=O)[nH]c1=O	10%	-1%	-6%	9%	1%	nt	0%	nt	nt	1%
7	CCCn1c(N)c(C(=O)COC(=O)CNC(=O)c2ccc(C)c(C)c2)c(=O)n(C)c1=O	5%	nt	3%	3%	2%	nt	1%	nt	nt	-6%
8	O=C(NC(=S)N1CCN(Cc2ccc3c(c2)OCO3)CC1)c1ccc(Cl)cc1	4%	2%	-9%	-33%	-2%	0.45µM*	0%	-1%	0.63µM*	-4%
9	COCc1cc(C)[nH]c(=O)c1C(=O)NC12CC3CC(CC(C3)C1)C2	-6%	-5%	-7%	-11%	-2%	?	-12%	0%	?	-22%
10	CCCNC(=O)C12CCC(C)(C(=O)O1)C2(C)C (stereo not given)	2%	1%	0%	19%	7%	-11%	0%	-4%	-6%	0%
11	CC(=O)c1cccc(NC(=O)C2C3C=CC(C3=C(c3ccccc3)c3ccccc3)C2C(=O)O)c1 (stereo not given)	1%	?	-2%	-2%	7%	-13%	-3%	-2%	-9%	-2%
12	c1ccc(C2CCC3(CC2)Oc2ccccc2C2CC(c4cccnc4)=NN23)cc1 (stereo not given)	?	0%	4%	nt	nt	?	4%	nt	?	0%
13	CN(C)CCCNc1c(C(=O)O)cnc2c1cnn2C	-3%	0%	-1%	nt	nt	-9%	1%	1%	4%	-3%
14	Cc1ccc(C(=O)Nc2ccccc2C(=O)O)cc1S(=O)(=O)NCc1ccccc1	5%	?	-3%	7%	1%	16%	-4%	-14%	0%	1%
15	CCOC(=O)C1CCN(C(=O)CCc2nnc3ccc(N4CCN(C)CC4)nn23)CC1	9%	-2%	0%	-6%	-3%	-21%	0%	12%	1%	2%
16	O=CN/C=C/c1cc(O)ccc1O	-10%	?	1%	-19%	?	11µM*	2%	15%	16µM*	6%
17	Cn1c(SCC(N)=O)nnc1-c1cnccn1	-1%	-13%	-2%	-2%	2%	-17%	-1%	-21%	0%	1%
18	CCOc1ccccc1-n1c(SCC(=O)NC(C)(C)C)nnc1-c1ccoc1C	-15%	-2%	-1%	-28%	2%	1%	-5%	-2%	-7%	10%
19	CC(=O)NCC(=O)NC(Cc1ccccc1)C(N)=O (stereo not given)	3%	-1%	0%	-10%	3%	18%	1%	-7%	-3%	0%
20	O=C(Cn1c(NCCO)nc2ccccc21)c1ccc(F)cc1	-10%	2%	1%	-7%	-13%	-6%	-3%	-9%	1%	-3%
21	CCOC(=O)C1(Cc2cccc(F)c2)CCN(CC2CC2)CC1	0%	0%	-8%	5%	-2%	2%	-1%	-4%	-2%	-7%
22	CCN(CC)c1ccc(/C=C2/SC(=O)N(C(C)C)C2=O)o1	-19%	21µM*	-13%	-84%[inhibitor]	-11%	5µM*	26%	10%	2.8µM*	24%
23	COC(=O)[C@]1(C)N[C@H](c2ccc(-c3ccc(Cl)c(Cl)c3)c(OC)c2)[C@@H]2C(=O)N(C)C(=O)[C@@H]21	-3%	-4%	1%	-46%	?	nt	-4%	nt	nt	-13%
24	COc1ccc(S(=O)(=O)N2CCOC2CNC(=O)C(=O)NCCc2c[nH]c3ccccc23)cc1 (stereo not given)	-5%	-7%	-7%	-28%	-9%	?	-2%	-3%	2%	-5%
25	COc1ccc(Cl)cc1NC(=S)NCCC(c1ccccc1)c1ccccc1	?	-1%	-5%	-61%	-3%	7.1µM*	-1%	?	4.5µM*	-2%
26	Cc1cc(=O)[nH]c2c1c(C)nn2-c1ccccc1	1%	2%	-1%	-46%	-1%	-24%	-1%	-11%	-6%	4%
27	CCC(=O)Nc1cc2c3c(c1)CCC(=O)N3CCC2	2%	1%	8%	-22%	7%	-10%	-1%	0%	-22%	-2%
28	CCOc1ccc(C2C(C(=O)c3ccco3)=C(O)C(=O)N2CCCn2ccnc2)cc1OC (stereo not given)	20%	3%	2%	8%	2%	6%	-4%	23%	-9%	-4%
29	CC(=O)Nc1nc(C)c(Cc2ccccc2)c(=O)[nH]1	2%	1%	2%	-2%	-3%	-11%	-1%	2%	-14%	-5%
30	CC[C@]12c3[nH]c4cc(-c5ccco5)ccc4c3CCN1C(=O)[C@@H](CC(=O)NCCc1ccccn1)C[C@@H]2C(=O)N1CCN(C(=O)C2CC2)CC1	-1%	nt	6%	-8%	10%	nt	nt	nt	nt	nt
31	CCCCc1nnc(NC(=O)C(=O)OCC)s1	13%	-16%	2%	9%	-2%	9%	-6%	-5%	-4%[10 µM]	2%
32	CCOc1ccc(-n2c(-c3ccccc3)nnc2-c2ccccc2)cc1	-3%	4%	-2%	-25%	-3%	-5%	-1%	2%	1%	-8%
33	CCOC(=O)C1=C(NC(=S)NC(=O)c2ccccc2)c2ccccc2CC1C(C)C (stereo not given)	0%	-2%	-40%[inhibitor]	-25%	-10%	4µM*	-6%	-3%	3%[0.365 µM]	-7%
34	Cc1onc(-c2ccccc2Cl)c1C(=O)N1CCN(C=O)CC1	5%	0%	-5%	-12%	-2%	1%	5%	-7%	-11%	-1%
35	CCc1ccc(NC2=NCC(=O)N2Cc2ccc3c(c2)OCO3)cc1	-4%	5%	3%	-29%	-1%	-16%	2%	-1%	-3%	-2%
36	CCCCCOC(=O)Cn1c(N2CCOCC2)nc2c1c(=O)[nH]c(=O)n2C	1%	-2%	4%	-22%	2%	15%	-3%	3%	5%	1%
37	CS(=O)(=O)C1=NSC2=NC(=O)/C(=C\c3ccc(OS(=O)(=O)c4ccccc4)cc3)C(=N)N21	22%	-11%	3%	20%	0%	2%	0%	0%	0%	-2%
38	COc1ccc(C(=O)Nc2ccc(Cl)cc2C(=O)NCc2ccco2)cc1	24%	-7%	0%	-60%	-8%	?	-20%	?	-20%	2%
39	O=C1c2ccccc2C(Nc2ccc(Cl)cn2)N1Cc1ccccc1 (stereo not given)	2%	1%	-5%	-20%	-5%	1%	-2%	-4%	-8%	-2%
40	Oc1ccc(/C=N/NC(=S)N/N=C/c2ccc(O)cc2)cc1	2%	0.19µM*	?	8.9µM*	-7%	12%	21%	?	-2%	26%
41	CC(=O)Nc1ccc2[nH]ccc2c1	nt	4%	4%	-4%	7%	1%	0%	-6%	7%	0%
42	Cc1ccc(S(=O)(=O)c2cc3c(=O)n4ccccc4nc3n(CCc3ccccc3)c2=N)cc1	13%	-1%	13%	2%	1%	1%	-9%	9%	9%	4%
43	CCOc1ccccc1N1CCN(C(=O)CCCN2C(=O)c3cccc4cccc(c34)C2=O)CC1	-21%	1%	-5%	-29%	-1%	11%	0%	?	-11%	-2%
44	CCc1cccc(NC(=O)CCCn2nc(CC)n3c(cc4occc43)c2=O)c1	-11%	-1%	-2%[9.26 µM]	-12%	-6%	14%	-5%	4%	-2%	0%
45	O=C(O)c1cc([N+](=O)[O-])ccc1NCCO	10%	-1%	1%	14%	10%	1%	0%	nt	-5%	0%
46	Cc1cc(Cl)ccc1OCCCC(=O)NCC1CCCO1 (stereo not given)	-4%	-1%	0%	-7%	-5%	47%	-5%	-5%	10%	25%
47	Cc1nnc(C)n1/N=C/c1cc(Br)ccc1O	19%	-1%	0%	-19%	-5%	-41%	-5%	6%	-3%	1%
48	CC1CN(S(=O)(=O)c2csc(C(=O)Nc3ccccc3)c2)CC(C)O1 (stereo not given)	-19%	0%	-1%	-43%	-29%	?	-5%	-3%	?	-12%
49	C=CCN=C1CCCc2c1[nH]c1ccc(C)cc21	6%	?	8%	-5%	-9%	15%	0%	17%	-10%	19%
50	COC(=O)C1=C(C)N(C)C(C)=C(C(=O)OC)C1c1cccc(Br)c1	-12%	-2%	4%	-20%	0%	-16%	-1%	5%	-1%	3%

From PubChem
